PV pol inh = inhibitors of poliovirus RNA polymerase binding and polymerization; poliovirus polymerase elongation, fluorescence polarization; active compounds read low; % elongation, % (compound at 16.7 µg/mL); actives 0.66% (n = 150,000); AID 588519; in the data active = % elongation below about 90%; note: some results filed as inactive read as strong as hits
Target sequence (P03300 1749-2209 limits assumed): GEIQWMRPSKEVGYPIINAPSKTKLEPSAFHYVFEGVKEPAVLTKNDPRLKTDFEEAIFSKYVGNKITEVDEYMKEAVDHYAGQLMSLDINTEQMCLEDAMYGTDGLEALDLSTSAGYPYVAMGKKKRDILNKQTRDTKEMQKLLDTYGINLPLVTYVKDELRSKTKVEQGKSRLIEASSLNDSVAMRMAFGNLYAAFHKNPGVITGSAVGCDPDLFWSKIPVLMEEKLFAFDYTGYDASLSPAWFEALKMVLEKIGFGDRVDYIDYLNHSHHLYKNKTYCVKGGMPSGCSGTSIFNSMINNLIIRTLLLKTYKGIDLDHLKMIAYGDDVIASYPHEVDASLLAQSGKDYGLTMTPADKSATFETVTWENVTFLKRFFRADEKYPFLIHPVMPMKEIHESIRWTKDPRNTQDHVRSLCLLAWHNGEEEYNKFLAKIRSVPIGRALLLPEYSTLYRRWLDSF
PV pol inh FP z-score = also measured in PV pol inh; calls as there; z-score; measured here: FP z-score; hits read low
* = called active by the depositor; & = joins results of further samples. A portion of the library. The share of hits here may be higher or lower than overall.

SMILES	PV pol inh	PV pol inh FP z-score
COC(=O)c1ccc(CNC(=O)C(NC(C)=O)C(C)C)cc1 (centres undefined)	106.0	0.4
CCOC(=O)c1c(N)n(-c2ccc(C)c(C)c2)c2nc3ccccc3nc12	108.0	0.6
CC(=O)Oc1ccc2c(c1)NC1(OC(C)=O)C(=O)c3ccccc3C21OC(C)=O (centres undefined)	103.0	0
CC1CCn2c(nc3cc(C(=O)NCc4ccccc4)ccc32)C1 (centres undefined)	111.0	0.7
O=C(OCC(=O)N1CCN(C(=O)c2ccco2)CC1)c1ccccc1	108.0	0.4
CCN(c1ccc(Cl)cc1)S(=O)(=O)c1nnc(NC(=O)C2CCCCC2)s1	110.0	0.5
CCCCN1COc2c(c3c(C(=O)OCC)c(C)oc3c3ccccc23)C1	100.0	-0.4
CCOc1ccccc1NC(=O)Cn1nnc2sc3c(c2c1=O)CCC(C(C)(C)C)C3 (centres undefined)	109.0	0.4
CC(O)(C#Cc1ccccc1)c1ccc(N2CCCCC2)c(F)c1 (centres undefined)	106.0	0.3
Cc1ccc2cnn(CC(=O)NCCCN3CCCC3=O)c2c1	102.0	0.3
CCN(CC)CCN(C)C1C2CC3CC(C2)CC1C3 (centres undefined)	99.0	-0.1
CC1CCCCN1CC(=O)Nc1cc(C(C)(C)C)nn1-c1ccccc1 (centres undefined)	98.0	-0.6
N#CC1=C2CCCCC2C(c2ccco2)C(C#N)(C#N)C1=O (centres undefined)	62.0	-4.9
O=C(O)c1nc(-c2ccccc2)n(-c2cccc(C(F)(F)F)c2)n1	101.0	-0.2
NC(=O)Cc1cc(=O)oc2cc(O)ccc12	99.0	-0.4
CCn1cc(C(=O)N2CCN(c3ccc(C)cc3)C(C)C2)c(=O)c2cc(S(=O)(=O)N3CCCC3)ccc21 (centres undefined)	105.0	0.2
O=c1oc2ccccc2cc1-c1cn2c(n1)sc1ccccc12	98.0	-1.6
Cc1nc2ccccc2n1CC(=O)OCc1ccc(Br)cc1	102.0	0.2
CCOC(=O)c1cc2c(=O)n3ccccc3nc2n(CC(C)C)c1=NC(=O)C(C)Oc1ccccc1 (centres undefined)	105.0	0
N#Cc1c(N)sc2c1CCN(c1nc(CN3CCOCC3)nc3scc(-c4cccs4)c13)C2	131.0	3.1
CCCc1nc2nc(C)c(NS(=O)(=O)c3ccc(F)cc3)c(=O)n2[nH]1	106.0	0.4
COC(=O)C(NC(=O)Nc1ccc(C(C)(C)C)cc1)C(C)C (centres undefined)	101.0	0.4
O=C(CCc1nc2ccccc2s1)OC1CCCCC1=O (centres undefined)	97.0	-0.6
CCOc1ccc(CC(=O)Nc2c(C(=O)c3ccccc3)oc3ccc(Cl)cc23)cc1OCC	103.0	-0.3
CN(Cc1ccccc1)C(=O)CSc1c2c(nc3ccccc13)CCC2	104.0	0.7

Other entries
SMILES	PV pol inh	PV pol inh FP z-score
CCOC(=O)c1cc(-c2ccccc2)n(CCCC(=O)Nc2cccc(C)c2)c1C	107.0	0.3
Cc1cc(C)c(OCCCNC(C)(C)C)c(Cl)c1	97.0	-0.5
CC1=C(C(=O)NCc2ccc(Cl)cc2)C2(CCC(C)CC2)OC1=O (centres undefined)	110.0	1.4
CSc1nc2nc(C)c(CC(=O)N3CCN(Cc4ccc5c(c4)OCO5)CC3)c(C)n2n1	104.0	0.2
CC1CCCCC1NC(=O)Cn1cnc2ccccc2c1=O (centres undefined)	104.0	0.1
COc1ccccc1N=C(N)Nc1cccc(C(F)(F)F)c1	100.0	-0.5
O=C(c1ccc(COc2cccc3ccccc23)cc1)N1CCCCC1	101.0	-0.3
C/C(N)=C(/C#N)C(=O)CSc1ncccn1	100.0	-0.2
Cc1ccc(S(=O)(=O)N2CCC(C(=O)Nc3cc(C)ccc3C)CC2)cc1	106.0	0.4
COc1ccc(OC(=O)C=C(C)C)cc1	101.0	0.4
Cc1nnc(SCC2=C(C(=O)O)N3C(=O)[C@@H](NC(=O)Cn4cnnn4)[C@H]3SC2)s1	101.0&101.0	0.1&0.4
COc1cccc(CNC(=O)c2cc(Sc3cccc(Cl)c3)nc3ccccc23)c1	115.0	1.1
O=C(O)c1cccc(OCc2cn3ccccc3n2)c1	105.0	0.5
O=C1c2ccccc2NC2(CCCCC2)N1N=C1CCCCC1	99.0	-0.6
COc1cccc(CNCCSc2nnnn2C)c1OCc1ccccc1F	99.0	-1.7
COC(=O)/C=C/c1cn(-c2ccccc2)nc1-c1ccc(F)cc1	103.0	0.5
CC(C)CC(N)c1ccccc1 (centres undefined)	105.0	0.4
O=C(Nc1ccc(Br)cc1F)C1CCCN(S(=O)(=O)N2CCC3(CC2)OCCO3)C1 (centres undefined)	100.0	-0.4
C=CCN(C#N)c1nc(N(C)C)nc(N(C)C)n1	102.0	0.2
COc1ccc(N2CCN(CCNC(=O)c3nnc(Cc4c(F)cccc4Cl)o3)CC2)cc1	106.0	0.7
Cc1ccc(Nc2nc(Nc3ccc(C)cc3)nc(N3CCCCC3)n2)cc1	104.0	0.7
COc1cccc(CSc2nc3n(n2)C(c2ccc(C(=O)O)cc2)C(C(=O)Nc2ccccc2)=C(C)N3)c1 (centres undefined)	106.0	-0.2
Cc1nn(Cc2ccc(F)cc2)c(C)c1NC(=O)c1noc2c1CCc1ccccc1-2	101.0	-0.4
COc1cc2[nH]c(=O)n(Cc3ccc(C(=O)N4CCN(c5cc(Cl)ccc5C)CC4)cc3)c(=O)c2cc1OC	105.0	0.1
Cc1ccc(NNC(=S)NC2CCCCC2)cc1	103.0	0.3

Reprinted from the part before: 5 entries, then new ones.
SMILES	PV pol inh	PV pol inh FP z-score
Cc1ccc(Nc2nc(Nc3ccc(C)cc3)nc(N3CCCCC3)n2)cc1	104.0	0.7
COc1cccc(CSc2nc3n(n2)C(c2ccc(C(=O)O)cc2)C(C(=O)Nc2ccccc2)=C(C)N3)c1 (centres undefined)	106.0	-0.2
Cc1nn(Cc2ccc(F)cc2)c(C)c1NC(=O)c1noc2c1CCc1ccccc1-2	101.0	-0.4
COc1cc2[nH]c(=O)n(Cc3ccc(C(=O)N4CCN(c5cc(Cl)ccc5C)CC4)cc3)c(=O)c2cc1OC	105.0	0.1
Cc1ccc(NNC(=S)NC2CCCCC2)cc1	103.0	0.3
CC(C)C(=O)NCCc1nc(-c2ccccc2Cl)no1	103.0	0.5
CC(C)N1C(=O)C(=Nc2ccc(C#N)cc2)c2ccccc21	102.0	0
CCC(C)(C)NC(=O)Cn1[nH]c(=O)c2ccccc2c1=O	97.0	-1.4
Cc1cc(C)nc(NC#N)n1	104.0	0.5
CCC(C(=O)O)n1c2ccccc2c2cn[nH]c(=O)c21 (centres undefined)	103.0	0.3
CCCc1cc(-c2onc(C)c2-c2ccc(C(=O)OCC)o2)c(O)cc1OC	104.0	0.4
Nc1c(-c2ccccc2)no[n+]1[O-]	99.0	-0.6
Cc1ccc(S(=O)(=O)NCCC(=O)NC2=NCCS2)cc1C	113.0	1.5
Cc1nc(C)c(C(=O)OC(C)C(=O)Nc2ccc(C(N)=O)cc2)s1 (centres undefined)	106.0	0.4
Cc1ccccc1-c1nn2c(=O)cc(CN3CCN(C(=O)/C=C/c4ccccc4)CC3)nc2s1	108.0	0.1
COc1cc(-c2cc(OC)c3c(C)oc(C)c3c(=O)c2)ccc1OC(=O)c1cccc(Cl)c1	106.0	0.3
CCOC(=O)c1sc(NC(=O)C2CC2)cc1C	104.0	0.6
CCCCCn1c(=O)c2ccccc2n2c(Cn3nnc(-c4ccccc4)n3)nnc12	102.0	-0.1
Cc1c2cnn(C)c(=O)c2c(C)n1-c1ccccc1	100.0	-0.5
Cc1nn(CC(=O)O)c(=O)c2cc3cc(F)ccc3n12	116.0	1.6
CC(C)(C)c1nc(S(=O)(=O)c2ccccc2)c(NCc2ccccc2)o1	101.0	-0.3
CC(C)c1ccc(S(=O)(=O)N2CCN(C(=O)CN3C(=O)c4ccccc4C3=O)CC2)cc1	104.0	0.1
O=C(O)c1ccccc1CN1CCOCC1	101.0	-0.6
Cc1ccccc1NC(=O)NC(N)=O	98.0	-0.6
CCCOc1ccc(NC(=O)CC2C(=O)N(c3ccccc3)C(=O)N2CCC(C)C)cc1 (centres undefined)	103.0	-1.1
Cc1c(Cl)cccc1NC(=O)CN1C(=O)CCn2nc(-c3cccn3C)cc21	111.0	1.2
Oc1cc(O)cc(/C=C/c2ccc(O)c(O)c2)c1	100.0&100.0	0&0.1
O=S(=O)(Nc1ccc2oc3c(c2c1)CCCC3)c1cc(Cl)ccc1Cl	109.0	0.5
CN1CCc2c(-c3cccs3)nc(OCc3ccccc3Br)c(C#N)c2C1	45.0	-4.8
COc1ccccc1N1C(=S)SC2CS(=O)(=O)CC21 (centres undefined)	109.0	0.6

Full records, quoted from the list. Order of screens: PV pol inh, PV pol inh FP z-score
Cc1ccccc1NC(=O)NC(N)=O is listed with 98.0, -0.6
Cc1c2cnn(C)c(=O)c2c(C)n1-c1ccccc1 is listed with 100.0, -0.5
Cc1cc(C)nc(NC#N)n1 is listed with 104.0, 0.5

More compounds follow:
SMILES	PV pol inh	PV pol inh FP z-score
Cc1ccc2c(n1)sc1c(=O)n(-c3cccc(C(F)(F)F)c3)nnc12	102.0	-0.9
N#Cc1nc(COc2ccccc2)oc1NCc1cccnc1	101.0	0
CCCn1c(N)c(C(=O)COC(=O)Cn2cc(C(F)(F)F)ccc2=O)c(=O)[nH]c1=O	102.0	0
O=C(CC1Nc2ccccc2NC1=O)Nc1ccc(F)cc1 (centres undefined)	102.0	0
CN1CC=C(c2noc(CCC(=O)Nc3ccc(F)cc3F)n2)CC1	105.0	0.6
O=C(Cn1nc(Cc2cccnc2)c2ccccc2c1=O)N1CCN(c2ccccc2F)CC1	105.0	0
N#Cc1ccc(C=Nc2ccc(I)cc2)cc1	103.0	0
Cc1nc2nc(C)c(CCC(=O)NCc3ccccc3)c(C)n2n1	107.0	0.1
O=C(Nc1nnc(N2CCCCCC2)s1)c1cc(-c2ccc(Br)cc2)on1	104.0	1.1
CCOc1ccccc1N(C)S(=O)(=O)c1ccc2c(c1)SC(C)C(=O)N2 (centres undefined)	104.0	0.2
C[C@H]1C[C@H]2[C@@H]3CCC4=CC(=O)C=C[C@]4(C)[C@@]3(F)[C@@H](O)C[C@]2(C)[C@@]1(O)C(=O)CO	100.0	0.1
CCOc1ccc(CNC(=O)CCS(=O)(=O)c2cc3c4c(c2)CCN4C(=O)CC3)cc1OC	101.0	-0.3
O=C(Cn1ncn2c(cc3ccccc32)c1=O)NCc1ccc(Cl)cc1	101.0	-0.8
Cc1cc(Cl)n2ncnc2n1	97.0	-0.9
CCCC(=O)N1CC(=O)Nc2ccc(Cl)cc2C1c1ccc(F)cc1 (centres undefined)	103.0	-0.1
Cn1c(=O)c2ccccc2[s+]1-c1cccc2cccc(C(=O)O)c12 (centres undefined)	103.0	0
COc1ccc2c(c1)Sc1ccccc1N2	102.0	0.1
O=C1CC(CSc2nnnn2-c2ccccc2)=NN1c1nc2ccccc2[nH]1	103.0	0.3
Fc1ccc(Nc2nc(-c3ccncc3)nc3ccccc23)cc1	103.0	0.6
C1=CN(c2ccccc2)C(C=NCc2ccccc2)=CS1	103.0	0.1
Cc1cccc(C)c1NC(=O)C(NS(=O)(=O)c1ccc2c(c1)CCC(=O)N2)c1ccccc1 (centres undefined)	112.0	1.4
CC(C)Sc1nnc(C2CC2)n1-c1ccccc1	105.0	0.2
CCc1ccc(-c2nn(CC(=O)NC3CCCC3)c3c2cnc2ccc(C)cc23)cc1	104.0	-0.6
N#CC1=C(N)Oc2c(oc(CO)cc2=O)C12C(=O)NC1C=CC=CC12 (centres undefined)	104.0	0.2
Cc1cc(C)cc(C(=O)Nc2ccc(-c3nc4ncccc4o3)cc2)c1	102.0	-0.3

In another format: results already given
compound | PV pol inh | PV pol inh FP z-score
O=C1CC(CSc2nnnn2-c2ccccc2)=NN1c1nc2ccccc2[nH]1 | 103.0 | 0.3
Fc1ccc(Nc2nc(-c3ccncc3)nc3ccccc23)cc1 | 103.0 | 0.6

The results go on.
SMILES	PV pol inh	PV pol inh FP z-score
CC(CC(=O)C1C(C)C=CCC1(C)C)Nc1ccccc1 (centres undefined)	103.0	0.1
COc1ccc(NC(=O)c2nnn(-c3ccc(C(C)C)cc3)c2C)c(OC)c1	104.0	-0.3
CCOC(=O)c1c(NC(C)=O)c2c3c(sc2n1Cc1nc(-c2ccccc2Cl)oc1C)CCCC3	107.0	-0.8
Cc1cc(NC(=O)c2cnn(-c3ccccc3)c2-n2cccc2)ccc1Br	107.0	-0.2
Cc1cc(C(=O)COc2ccc3ccc(=O)oc3c2)c(C)n1C	102.0	-0.5
CCOC(=O)c1cnn(-c2nc3ccccc3s2)c1/N=C/N(C)C	101.0	0
CN(Cc1ccccc1)C(=O)Nc1ccc2c(c1)N(C)C(=O)c1ccccc1S2	110.0	0.6
CC(Cc1cccs1)NC(=O)NC1CCCCC1 (centres undefined)	112.0	0.7
O=C(O)Cc1ccc(S(=O)(=O)N2CCOCC2)s1	101.0	-0.3
O=C(NC1CCCCC1)NC1CCN(Cc2nnnn2Cc2ccc3c(c2)OCO3)CC1	104.0	0.6
CCC1CCCCN1CC(=O)c1ccco1 (centres undefined)	114.0	1.4
O=C(CSC1=NCCN1)NC(c1ccccc1)c1ccccc1	101.0	-0.2
COc1ccc(N(CC(=O)NCCc2ccc(C)cc2)S(=O)(=O)c2c(C)nn(C)c2C)cc1	103.0	-0.3
C[C@]12C=C(C#N)C[C@@]1(C)C=C(C#N)C2	104.0	0.8
CC1(c2ccccc2)CC(C)(C)N(C(=O)C(F)(F)F)c2ccccc21 (centres undefined)	103.0	0.3
COCCCn1c(=N)c(C(=O)N2CCCCC2)cc2c(=O)n3cccc(C)c3nc21	98.0	-1.1
CCOc1csc2nc(C)cc(C)c12	102.0	0.2
CCc1nnc(NC(=O)c2nc(S(=O)(=O)Cc3cccc(C)c3)ncc2Cl)s1	106.0	0
CN1C(=O)CC(C(=O)O)SC1=Nc1cccc(F)c1 (centres undefined)	101.0	0.2
CCCN(CCC)CCNC(=O)Cn1cc2c(n1)-c1c(oc(C(=O)N3CCCC3)c1C)CC2	104.0	-0.6
CCCNC(=O)c1cc(C)nc2c1c(C)nn2-c1ccc(C)cc1	101.0	-0.2
CCCCC/C=C\C/C=C\C/C=C\C/C=C\CCCC(=O)O[C@@H](CO)COCCCCCCCCCCCCCCCC	102.0&101.0	0.2&0.4
COc1cc(CN(CC2CCCO2)C(=O)c2cccs2)cc(OC)c1OC (centres undefined)	102.0	0.1
